Pf Dd2 inh: inhibitors of Plasmodium falciparum Dd2 growth. P. falciparum Dd2 growth, SYBR Green, 72 h. Potency, µM (titrated, usually from 28.9 µM), for inactives: at the highest dose activity, negative = inhibition, actives largely listed as inhibitors. 120,000 compounds, 4.3% hits. AID 1347417; active = well fitted inhibition curve with a large enough effect; inconclusive = small, poorly fitted or top-dose-only effect; inactive = no such curve, though single readings can be large or run the other way;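 also: plate controls were DMSO vehicle for no effect and reference drug for full effect; nearly all actives have a fitted effect of over 65% in size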
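Infected erythrocytes (Dd2, 0.3% parasitemia, 2.5% hematocrit final) are added to compound in RPMI-1640/Albumax II medium, grown 72 h at 37C in low oxygen, then lysed with saponin/Triton-X containing SYBR Green and read by fluorescence.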
Active calls of the source: *; i = inactive; ? = inconclusive; [ ] = remark or other dose. Potency is read from the fitted curve at half-maximal effect. A portion of the library, so the mix of outcomes need not match the whole.

#	Compound	Pf Dd2 inh
1	COc1ccc(-c2cc([C@H]3CN4CC[C@H]3C[C@@H]4COC(=O)Nc3ccc(C(C)C)cc3)n(C)n2)cc1OC	?
2	O=S(=O)(O)c1ccc(-c2ncc[nH]2)cc1	?
3	Cc1cccc(CC(=O)N2CCC(Cc3nc(C4CCOCC4)no3)CC2)c1	1%
4	N#Cc1ccc(CN2CCC3(CC2)NCc2ccccc2NC3=O)cc1	51%[activator]
5	CCOc1ccc(CCNC(=O)c2cc3c(s2)-c2c(C)cccc2OC3)cc1	?
6	CCOCCCNC(=O)c1ccc(Cn2c(=O)c3cccn3c3cccnc32)cc1	?
7	CCOc1ccc2c(c1)c(=O)c(S(=O)(=O)c1ccc(F)cc1)cn2CC(=O)Nc1ccccc1C	i
8	CCC(C)NC(=O)NCCc1noc(-c2ccncc2)n1 (stereo not drawn)	46%[activator]
9	CCOC(=O)c1c(S(=O)(=O)N2CCC(C(=O)N3CCN(c4ccccc4F)CC3)CC2)c(C)n(C)c1C	i
10	CN1CCC([C@@H]2CN(S(=O)(=O)c3ccc4c(c3)CCC4)C[C@H]2C(N)=O)CC1	9%
11	O=C1Nc2ccccc2CC12CN(Cc1cscn1)C2	10%[44.1 µM]
12	N#CC1CCN(C(=O)C2CN(c3ccccc3)C(=O)N2)CC1 (stereo not drawn)	-1%[44.1 µM]
13	COc1cccc(CNC(=O)C2CCN(C(=O)c3nnn4c3COC(c3ccc(C)cc3)C4)CC2)c1 (stereo not drawn)	10%
14	O[C@@H]1C[C@@H](c2nc(-c3ccc4c(c3)OCO4)no2)N(Cc2ccc(-c3ccccn3)cc2)C1	?
15	O=c1c(S(=O)(=O)c2ccccc2)cn(Cc2ccccc2)c2cc(N3CCCC3)c(F)cc12	-5%
16	Cc1noc(C)c1[S+](=O)([O-])N1CCC(N2CCCOC2=O)CC1	-2%[44.1 µM]
17	COc1cc(C)c(CN2CCN3C(=O)CNC(=O)C3C2)cc1C(C)C (stereo not drawn)	i
18	O=C(c1cccnc1)N1CCCC1c1nc(CCOCC2CC2)no1 (stereo not drawn)	-25%
19	CN1CCC([C@@H]2CN(S(=O)(=O)c3ccc(Cl)s3)C[C@H]2C(N)=O)CC1	11%
20	COC(=O)c1ccccc1C(=O)N1CCCC(N2CCN(c3ccc(F)cc3)CC2)C1 (stereo not drawn)	-10%
21	Cc1cc2c(cc1NC(=O)c1ccc(C(C)(C)C)cc1)n(C)c(=O)c(=O)n2C	?
22	COc1ccc(OC)c(NC(=O)C2(CCO)CCN(c3ncccn3)C2)c1 (stereo not drawn)	-9%
23	COCCN1CCC2(CCC1=O)CCN(C(=O)Nc1cc(F)c(F)c(F)c1)CC2	-8%
24	COc1ccc(-c2ccc3nc(-c4cc(C)cc(C)c4)oc3c2)c(OC)c1OC	-8%
25	CCc1ccc(NC(=O)C(=O)NCC(c2ccc3c(c2)OCO3)N2CCN(C)CC2)cc1 (stereo not drawn)	?
26	CCC(c1cccs1)N1C(=O)[C@H]2CN(S(=O)(=O)c3cccc(Cl)c3)C[C@H]2C1=O (stereo partly drawn)	?
27	CN(C)C(=O)c1cc(-c2ccc(Cl)nc2)nc2c1cnn2C	-6%
28	Cc1cc(C)cc(NC(=O)CN2C(=O)CCc3cc(S(=O)(=O)N4CCCCC4)ccc32)c1	i
29	O=[S+]1([O-])NC2(CCN(Cc3ccccn3)CC2)CNc2ccccc21	i
30	CN(C)c1nc2c(c(=O)[nH]1)CCN(Cc1cc(Cl)ccc1F)CC2	?

Compounds from the list above with a halogen (nine):
#	Compound	Pf Dd2 inh
7	CCOc1ccc2c(c1)c(=O)c(S(=O)(=O)c1ccc(F)cc1)cn2CC(=O)Nc1ccccc1C	i
9	CCOC(=O)c1c(S(=O)(=O)N2CCC(C(=O)N3CCN(c4ccccc4F)CC3)CC2)c(C)n(C)c1C	i
15	O=c1c(S(=O)(=O)c2ccccc2)cn(Cc2ccccc2)c2cc(N3CCCC3)c(F)cc12	-5%
19	CN1CCC([C@@H]2CN(S(=O)(=O)c3ccc(Cl)s3)C[C@H]2C(N)=O)CC1	11%
20	COC(=O)c1ccccc1C(=O)N1CCCC(N2CCN(c3ccc(F)cc3)CC2)C1 (stereo not drawn)	-10%
23	COCCN1CCC2(CCC1=O)CCN(C(=O)Nc1cc(F)c(F)c(F)c1)CC2	-8%
26	CCC(c1cccs1)N1C(=O)[C@H]2CN(S(=O)(=O)c3cccc(Cl)c3)C[C@H]2C1=O (stereo partly drawn)	?
27	CN(C)C(=O)c1cc(-c2ccc(Cl)nc2)nc2c1cnn2C	-6%
30	CN(C)c1nc2c(c(=O)[nH]1)CCN(Cc1cc(Cl)ccc1F)CC2	?

Next section:
#	Compound	Pf Dd2 inh
31	COCCC(=O)N1CC(F)(F)C[C@H]1c1nc(-c2cccnc2)no1	23%
32	O=[S+]([O-])(c1ccncc1)c1nnn2c1nc(N1CCC(F)CC1)c1ccccc12	?
33	CC(C)(C)CN1CCNc2cc(Nc3ccccc3)ncc2C1	?
34	CN(Cc1cccnc1)C1CN(S(=O)(=O)c2cn(C)cn2)C1	2%
35	Cn1nnnc1SCCCNCc1cc(Br)ccc1OCc1ccccc1	11µM*
36	COCCn1c(CO)nnc1C1CC(NC(=O)c2cccc(C)c2Cl)C1 (stereo not drawn)	-14%
37	COCCNC(=O)c1cn2ccnc(-c3ccc(C)cc3)c2n1	-18%
38	O=C(Cn1nc2c(cc1=O)CCCC2)NCCn1ccc2ccc(F)cc21	-12%
39	Cc1cnc(C(=O)N2CCC(N3C(=O)C(O)C34CCCCC4)CC2)cn1 (stereo not drawn)	-16%
40	COc1cccc(CCC(=O)N2CCC3(CC2)CC(O)CCO3)c1 (stereo not drawn)	-2%
41	CC(C)c1ccc(Nc2n[nH]c(C(O)c3ccccc3)n2)cc1 (stereo not drawn)	i
42	COc1ccc(C(=O)N2CC[C@H]3C(=O)NCCCCCCN(Cc4ccncc4)[C@@H]3C2)cc1	?
43	COCC1CN(C(C)=O)CC12CCN(Cc1ccccc1C)CC2 (stereo not drawn)	-1%
44	Cc1cccc(C(=O)NC(C(=O)N2CCOCC2)C2CCN(C(=O)c3ccc4c(c3)OCO4)CC2)c1 (stereo not drawn)	i
45	COc1ccccc1-c1ccc(NC(C)c2cn(C)nc2C)nn1 (stereo not drawn)	-7%
46	O=c1c2oc3ccccc3c2n(Cc2ccccc2)c(=O)n1Cc1ccc2c(c1)OCO2	-4%
47	COCCO[C@H]1C(=O)N(C2CCN(Cc3ccc(O)cc3)CC2)[C@H]1c1ccncc1	2%
48	CCCN1C(=O)Cc2cc(C(=O)NC3CC3)ccc21	0%
49	Cc1ccc(-c2nnc(C3CN(C(=O)Cc4ccc(F)cc4)CC34CCOCC4)o2)cc1 (stereo not drawn)	i
50	COc1cccc(-c2cc(C(=O)NCC34CCC=C3N(C)C(=O)CC4)[nH]n2)c1 (stereo not drawn)	?
51	COc1ccc(Cn2c3c(c(=O)n2Cc2ccccc2)CCN(C(=O)c2cccc(N(C)C)c2)C3)cc1	?
52	O=C(Cn1c(=O)n(Cc2ccccc2)c(=O)c2sc3ccccc3c21)NCc1ccccc1Cl	i
53	Cc1ccccc1-c1onc(C)c1C(=O)NCc1ccc(Cl)cc1	9%
54	CNC(=O)[C@@H]1CN(C(=O)c2nn(C)c3ccccc23)C[C@H]1COC	-23%
55	CCn1cc2nc(SCc3cccc(OC)c3)n(Cc3ccc(Cl)cc3)c(=O)c2n1	?
56	COc1ccc(-c2nc3c(c(SCC(=O)N4CCCCC4)n2)Cc2cc(Cl)ccc2O3)cc1	48%[activator]
57	CCn1c(=O)n(CC)c2cc(N3CCCCC3)c(NC(=O)Nc3cc(C)cc(C)c3)cc21	10µM*
58	Cc1ccc(CNC(=O)N2CCc3nnc(C4CC4)n3CC2)cc1	-20%
59	CC(=O)Nc1cccc(C(=O)N2CC[C@@H](c3sccc3C)[C@H](O)C2)c1	-9%
60	CN1CCC(N2C[C@@H]3C[C@H]2C(=O)N(Cc2cccnc2)c2ccccc2O3)CC1	?
61	Cc1ccc(S(=O)(=O)c2cn(CC(=O)Nc3cccc(C)c3)c3cc4c(cc3c2=O)OCO4)cc1	-6%
62	O=C(CN1C(=O)NC2(CCOCC2)C1=O)Nc1ccc2c(c1)OCO2	33%
63	COc1ccccc1CCC(=O)N1CCCC(Nc2ccc(F)cc2)C1 (stereo not drawn)	-17%
64	COc1ccc(CC(=O)NCC(c2ccc(N(C)C)cc2)N2CCOCC2)cc1 (stereo not drawn)	-13%
65	COCCNc1nccc(C2(c3ccccc3Cl)CCNCC2)n1	?
66	O=C(Cn1ccn2nc(-c3ccc(F)cc3)c(CO)c2c1=O)NCc1ccccc1	-5%
67	CC1CCN(C(=O)C[C@@H]2O[C@H](CNC(=O)C3CC3)[C@@H](O)[C@H]2O)CC1	2%[44.1 µM]
68	Cc1cnc(CC2CCCN(C(=O)NCC(C)C)C2)n1Cc1ccc(F)cc1 (stereo not drawn)	?
69	Cc1ccc(-c2noc(-c3ccc(N4CCCCC4C)c([N+](=O)[O-])c3)n2)cc1 (stereo not drawn)	0%
70	CCC(=O)N1CCc2cc(S(=O)(=O)NCCC(=O)Nc3ccc(OC)c(Cl)c3)ccc21	?
71	CCOC(=O)CN1C(C(=O)c2ccccc2)=C(OC(=O)C(C)(C)C)c2ccccc2S1(=O)=O	11%
72	CCc1cn[nH]c1C1CCCN(C(=O)c2ccc(Cn3nnnc3C)cc2)C1 (stereo not drawn)	10%
73	Cc1cc(N2CCC(C(=O)Nc3ccc(F)cc3C)CC2)n2nc(C)c(-c3ccc(Cl)cc3)c2n1	22%
74	COc1ccc(C(=O)NC[C@H]2Cn3c(-c4ccc(Cl)cc4)cnc3CO2)cc1	?
75	NC1CC(c2cc(NCCN3N=C(c4ccccc4)CCC3=O)ncn2)C1 (stereo not drawn)	5%
76	COc1ccc(C(=O)Nc2ccc3nc(SCC(=O)N4CCCc5ccccc54)sc3c2)cc1	?
77	O=[S+]1([O-])NCC2(CCN(Cc3cccnc3)CC2)Oc2ncccc21	6%
78	N#Cc1cccc(CN2CC(CNc3ccccc3)C3(C2)CN(c2ccccc2)C3)c1 (stereo not drawn)	?
79	COc1cccc(NC(=O)c2sc(-n3nc(C)c(Cc4ccccc4Cl)c3C)nc2C)c1	21%
80	CCOC(=O)c1c(C)[nH]c(C)c1S(=O)(=O)NCC(=O)NCc1cccc(Br)c1	7%
81	Cc1cnc(C)c(-c2cc(O)c3c(c2)CN(C(=O)C2CCNC2)CCO3)n1 (stereo not drawn)	3%
82	CCc1ccc(CNC(=O)[C@H]2CCC[C@H]2NC(=O)c2ccc(OC)cc2)cc1	?
83	COc1ccc(Cl)c(Cn2c(NCCN)nc3c2c(=O)n(C)c(=O)n3C)c1	?
84	CC(=O)Nc1ccc(Nc2ncnc3c2c(-c2ccccc2)cn3-c2ccccc2)cc1	i
85	CC(C)(C)CNc1ccc(C(=O)N2CCC(CN3CCCC3=O)CC2)cn1	-22%
86	C[S+](=O)([O-])N1CC2ON=C(C(=O)N3CCOCC3)C2C1 (stereo not drawn)	18%
87	Cc1ccc(C(=O)N2CCN(c3nnc4cccc(C)n34)CC2)cc1F	i
88	O=C(CC1CCOCC1)N1CCc2ccccc21	-1%
89	Cc1nc(C)c(CC(=O)N(Cc2ccccc2)Cc2scnc2C)s1	1%
90	O=C(Cn1nc(N2CCN(c3ccccc3)CC2)ccc1=O)NCc1cccc(Cl)c1	-3%

(continued)
#	Compound	Pf Dd2 inh
91	O=C(O)C1CCc2nnc(C3CCCN(S(=O)(=O)c4cccs4)C3)n21 (stereo not drawn)	17%
92	C=CCNc1ncnc2c1CCN(C(=O)Cc1c[nH]c(=O)[nH]c1=O)CC2	12%
93	CNC(=O)[C@H]1C[C@H](Oc2ccccc2)CN1C(=O)c1ccccn1	-5%
94	Cc1oc2c(c1C(=O)N1CCOCC1)CN(C(=O)c1ccnn1C)CC2	1%
95	CCn1ncc(N2CCCC(CC(=O)NCc3cccs3)C2)cc1=O (stereo not drawn)	-9%
96	CCOc1cc(CNC(=O)c2ccc3c(c2)N(C)C(=O)C2CCCCN32)ccc1OC (stereo not drawn)	9%
97	O=C(Nc1ccc(Br)cc1)c1cnc(-c2ccc(F)cc2)nc1-c1ccncc1	-24%
98	COc1ccc(CCNC(=O)c2cn(C)c3ccc(S(=O)(=O)N4CCOCC4)cc3c2=O)cc1OC	-25%
99	COc1ccc2c(c1)nc1n2[C@@H](CNC2CCN(C(C)=O)CC2)COC1	27%[44.1 µM]
100	CNC(=O)N1C[C@@H](CN(C)C)[C@H](NC(=O)c2cc(C)cc(C)c2)C1	3%
101	Cc1ccc(C(=O)N2CCC(N3C(=O)C4(CCCC4)C3c3ccccc3)CC2)s1 (stereo not drawn)	-38%
102	CCN1CC(C(=O)NCc2ccc(-c3ccc(F)cc3)o2)CCC1=O (stereo not drawn)	-3%
103	COc1ccc(C(=O)N[C@@H]2CCC[C@@H]2C(=O)NCCc2cccs2)cc1	?
104	CS(=O)(=O)N1CCC2(CC1)SCC(=O)N2c1ccccc1	-8%
105	O=C(NCCCc1ccccc1F)[C@@]12CNC[C@@H]1CN(Cc1ccccc1)C2	7.9µM*
106	CCCCC(=O)Nc1ccc(C)cc1NC(=O)c1ccc(CN(C)C)o1	-17%
107	COC1C(=O)N(C2CCN(S(=O)(=O)Cc3ccccc3F)CC2)C12CCOCC2 (stereo not drawn)	?
108	CS(=O)(=O)N1CC2(CCN(Cc3cccc(C(N)=O)c3)CC2)Cc2ccccc21	?
109	CC(C)c1ccc(Nc2cc(C(=O)NC3CCCCC3)c3ccccc3n2)cc1	17%
110	CCCn1c2ccccc2c2cnn(CC(=O)NCCc3ccc(OCC)c(OCC)c3)c(=O)c21	33%[activator]
111	CCn1c(C(=O)Nc2cc(C)cc(C)c2)cc2sc(Cl)cc21	-27%
